Screening data (PubChem BioAssay)
E-selectin induc – induces E-selectin expression in human endothelial cells | HUVEC E-selectin immunofluorescence imaging; normalized: neutral wells 0, TNF-alpha wells 100 | activation, % at 7.58 µM | 260,000 compounds, 0.37% hits;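 active means mean E-selectin-positive cell signal at least 10% of the positive control, reached in at least 60% of replicates, without over 20% cell loss; inconclusive means no rule given, readout overlaps actives, possibly toxicity-flagged; inactive means the rest, including those meeting only one limit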;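 further: in these data hits start at about 27%; measured in HUVEC primary endothelial cells; signal is the percent of cells scored E-selectin positive by PE staining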
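material = human umbilical vein endothelial cells (HUVEC), E-selectin induction | quantity = 3,000 cells/well | medium = EGM-2 growth medium on 0.1% gelatin-coated wells | technique = immunofluorescence imaging | read-out basis = % PE-positive cells | control set = TNF-alpha positive control, DMSO neutral control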
S100A4 inh HTS – S100A4-myosin IIA interaction inhibition | S100A4/TAMRA-MyoIIA peptide fluorescence polarization | AID 652163 | inhibition, % at 10.7 µM | 360,000 compounds, 0.14% hits | P26447;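 active means mean inhibition of at least 70% across replicates, with every replicate also reaching that level; inconclusive means mean inhibition reaches 70% but some replicates fall short; inactive means mean inhibition below 70%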
Target sequence (P26447 whole entry, looked up): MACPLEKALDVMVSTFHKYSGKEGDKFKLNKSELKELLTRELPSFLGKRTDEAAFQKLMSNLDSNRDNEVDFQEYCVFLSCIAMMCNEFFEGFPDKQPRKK
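Material: human S100A4 monomer with TAMRA-labelled myosin IIA peptide; buffer or medium: HEPES pH 7.2 with CaCl2, KCl, NaCl, DTT, Triton; compound dosing: one concentration per compound; schedule: 5 min incubation before reading; benchmarks: neutral control DMSO, positive control TFP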
ERp5 block – ERp5 (human) disulfide isomerase inhibition; Q15084; ERp5 insulin aggregation, absorbance 650 nm, 90 min; inhibition, % at 9.99 µM; 350,000 compounds, 0.05% hits; AID 651711;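 active means mean replicate inhibition above about 25%, with every replicate also reaching it, limit read from the data, passing the limit was not always enough; inconclusive means only one of those two criteria met; inactive means neither criterion met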
RAD54 inh – blocks human RAD54 Holliday junction branch migration. inhibition, % at 10.4 µM. Q92698. 360,000 compounds, 0.14% hits. AID 602329. FAM/BHQ fluorescence;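 active means mean normalized replicate activity at least 40 and at least half of replicates scoring 40 or more; inconclusive means only one of the two criteria met; inactive means mean below 40 and under half of replicates reaching 40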;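 further: 0% = median of neutral control wells and 100% = median of positive control wells; inhibitors cause a drop in the FAM fluorescence signal; in these data hits start at about 50%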
esBAF inh – SWI/SNF esBAF complex inhibition; mouse ES cells, Bmi1-luciferase knock-in reporter, 24 h; 100% = twice the neutral-well signal; reporter increase, % at 12.5 µM; 350,000 compounds, 2% hits; AID 602393; in the data active means activation above about 40%; inconclusive means no clear call, values can overlap the other calls;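 further: 0% = median of the plate's neutral control wells and 100% = double that signal; a rise in the Bmi1 reporter signal indicates esBAF inhibition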
ERAP1 HTS inh – inhibitors of human ERAP1 aminopeptidase; Q9NZ08; recombinant ERAP1, Leu-AMC fluorescence, 60 min; inhibition, % at 10.7 µM; 340,000 compounds, 0.15% hits; AID 652197;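 active means mean replicate inhibition of at least 30%, or all replicates individually reaching that 30% level; inactive means mean below 30% and not every replicate reaching it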;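 further: 0% = neutral control wells and 100% = L-leucinethiol positive control wells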
Target sequence (Q9NZ08 whole entry, looked up): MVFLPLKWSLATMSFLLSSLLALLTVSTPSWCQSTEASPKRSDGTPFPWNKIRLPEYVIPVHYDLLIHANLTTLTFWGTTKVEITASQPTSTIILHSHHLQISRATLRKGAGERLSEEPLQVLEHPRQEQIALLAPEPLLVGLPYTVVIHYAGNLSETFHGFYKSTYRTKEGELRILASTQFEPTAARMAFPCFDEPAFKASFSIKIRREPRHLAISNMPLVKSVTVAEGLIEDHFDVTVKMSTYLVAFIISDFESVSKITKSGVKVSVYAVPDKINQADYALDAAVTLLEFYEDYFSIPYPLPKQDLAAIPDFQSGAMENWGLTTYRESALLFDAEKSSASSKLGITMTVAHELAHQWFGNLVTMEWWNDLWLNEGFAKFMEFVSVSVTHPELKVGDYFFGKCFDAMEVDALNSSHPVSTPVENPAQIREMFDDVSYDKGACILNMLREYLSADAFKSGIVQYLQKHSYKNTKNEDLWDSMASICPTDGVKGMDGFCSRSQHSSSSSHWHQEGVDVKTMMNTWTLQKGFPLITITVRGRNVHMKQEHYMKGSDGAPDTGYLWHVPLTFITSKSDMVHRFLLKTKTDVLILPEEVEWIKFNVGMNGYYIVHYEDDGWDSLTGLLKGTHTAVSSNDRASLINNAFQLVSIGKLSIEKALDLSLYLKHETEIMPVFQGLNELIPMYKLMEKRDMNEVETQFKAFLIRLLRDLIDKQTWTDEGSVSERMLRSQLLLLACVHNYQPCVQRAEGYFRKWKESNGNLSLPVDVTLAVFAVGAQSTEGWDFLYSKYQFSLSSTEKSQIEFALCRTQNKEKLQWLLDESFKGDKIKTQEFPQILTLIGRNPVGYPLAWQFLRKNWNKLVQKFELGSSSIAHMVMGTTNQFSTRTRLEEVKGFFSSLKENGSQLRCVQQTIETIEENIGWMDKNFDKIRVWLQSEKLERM
RAD52 anneal inh – inhibitors of human RAD52 DNA annealing; recombinant RAD52 DNA annealing, FRET fluorescence; inhibition, % at 18.7 µM; 360,000 compounds, 0.46% hits; AID 651710;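 active means every replicate showing at least 50% inhibition; inconclusive means mean inhibition at least 50% but not in every replicate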
Xi reactivation – reactivates the inactive X chromosome in mouse fibroblasts. XiGFP mouse fibroblasts, % GFP-positive cells imaging, 3 d; cells co-treated with 5-aza-dC sensitizer; scaled so ellipticine positive control = 100%. activation, % at 7.58 µM. 360,000 compounds, 0.055% hits;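 active means mean normalized replicate activation at least 10% and every replicate at or above 10%; inconclusive means only one of the two criteria met; inactive means mean below 10% and not all replicates reach 10%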;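 further: 0% = median of on-plate neutral control wells and 100% = ellipticine 6 µM median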
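assay system = SV40-immortalized XiGFP fibroblast cells, line 68-5-11 | buffer or medium = DMEM plus 5-aza-dC sensitizer | doses = single-point pinned compound dosing | times = 3-day compound exposure, then 15 min fixation at room temperature | benchmarks = positive control ellipticine, 6 µM final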
* = called active by the depositor; i = inactive; u = inconclusive; x = not tested or not shown; & = joins results of further samples; ! = a repeat was not active.

Molecule,esBAF inh,S100A4 inh HTS,ERAP1 HTS inh,RAD54 inh,ERp5 block,E-selectin induc,RAD52 anneal inh,Xi reactivation
N#Cc1cccc(-c2ccc(C3[C@H]4CNC[C@@H]3N4S(=O)(=O)c3ccc(-c4ccccc4)cc3)cc2)c1 (some centres not stated),x,-28&-8,0,x,7,0.4&-0.5,74*!,0.0&0.3
Cc1noc(C)c1NC(=O)Nc1cccc2c1O[C@@H](CN(C)S(=O)(=O)c1cn(C)cn1)[C@H](C)CN([C@@H](C)CO)C2=O,-3,0,1,7,-4,-0.1,2,0.0
O=C(C[C@H]1CC[C@@H](NC(=O)c2ccncc2)[C@@H](CO)O1)Nc1ccccc1,0,9,2,-3,-8,-0.2,-2,-0.2
CC(NC(=O)c1cccc(Br)c1)c1ccccc1 (configuration not stated),7,-4,15,8,-2,x,-16,0.0
C/C(CCS(=O)(=O)c1ccccc1)=N/O,x,8,-1,x,1,x,-6,0.0
COc1ccc(C(=O)Nc2ccccc2C(=O)Nc2ccccn2)cc1,u,-3,1,3,0,x,-13,0.0
CCN1Cc2c(cc(OC)c(OC)c2OC)-c2ccccc2S1(=O)=O,-10,-1,x,-10,1,-0.4,-15,-0.1
COc1ccccc1CNC(=O)c1cc2c(=O)[nH]c3ccccc3c2n1C,x,0,3,x,3,0.2,-4,0.0
CC(=O)c1nc2ccccc2n1S(=O)(=O)c1ccc(Cl)cc1,-2,0,1,2,-1,x,-19,x
CC1CC(C)CN(S(=O)(=O)c2ccc(C(=O)N(c3ccccn3)C3CCCCC3)cc2)C1 (configuration not stated),x,1,-1,x,4,1.4,-3,0.1
COc1ccc(C(=O)O/N=C(\N)c2cccc(C)c2)cc1OC,69*,-1,1,6,1,0.1,-1,0.4
O=C(CCN1C(=O)C2C3C=CC(C4CC34)C2C1=O)OCC(=O)c1ccccc1 (configuration not stated),-1,-1,-1,-16,1,0.0,1,-0.1
COc1ccc(S(=O)(=O)N2CCCCCC2)cc1C(=O)NCc1cccs1,-8,-6,1,-2,-9,0.4,-29,1.2
CCC(C(=O)N1CCC(N2CCCCC2)CC1)n1nc(C)c2sc3ccccc3c2c1=O (configuration not stated),-9,7,0,-2,-17,x,-17,0.1
CCCCN1C(=O)C(CC(=O)NCCN2CCOCC2)CC(C(=O)N(C(C)C)C(C)C)=C1C (configuration not stated),2,7,2,21,4,-0.1,-11,0.0
O=S(Cc1ccc(Cl)cc1)c1ncc(CO)n1Cc1ccccc1 (configuration not stated),x,2,x,x,-2,-0.8,2,0.2
O=C(/C=C(\Nc1cccc(Cl)c1F)c1ccccc1)c1ccccc1,x,0,-2,x,0,-0.2,-89,0.2
CC1C=CCC2C(=O)N(c3cccc(C(=O)Nc4ccc(F)cc4)c3)C(=O)C12 (configuration not stated),1,-2,1,-6,1,0.1,-17,-0.1
COc1ccc(CNC(=O)C2CCC(CNc3c(N4CCCCC4)c(=O)c3=O)CC2)cc1 (configuration not stated),x,7,-2,4,0,x,-10,4.7
Cc1noc(C)c1S(=O)(=O)Nc1ccc2c(c1)CC(=O)N([C@@H](C)CO)C[C@@H](C)[C@H](CN(C)Cc1ccc3c(c1)OCO3)O2,x,-30,0,x,x,x,7,-0.9
Cc1ccc(N2CCN(S(=O)(=O)c3ccc(F)cc3)CC2)c(C)c1,-1,-3,x,0,1,0.0,2,0.2
CCN(CC)CCNC(=O)NC(=O)c1ccc(Cl)cc1,1,6,3,5,1,0.6,-9,-0.1
CCC(/C=C1\Sc2ccc(OC)cc2N1CCO)=C\c1sc2ccc(OC)cc2[n+]1CCO,-26,-59,-1,11,-2,-0.3,83*,0.0
O=C(NCc1ccccc1Cl)c1ccc2ccccc2n1,u,-3,3,4,3,x,-5,0.0
COc1ccc(N2CCN(C(=O)c3cc4ccccc4o3)CC2)cc1,-4,1,-5,4,5,x,-14,0.2
c1ccc(-c2ncc(-c3ccn[nH]3)s2)cc1,-8,-11,11,x,11,x,-31,0.1
Cc1noc(C)c1S(=O)(=O)Nc1cccc2c1O[C@@H](CN(C)Cc1ccccc1)[C@@H](C)CN([C@H](C)CO)C2=O,0,-25,1,-2,-1,0.3,-37,-0.4
COc1ccc(O)cc1CN1CCN(c2ncc(Cc3ccccc3)cn2)CC1,x,0,1,x,-1,1.5,17,-0.1
O=C1CN(Cc2ccccc2)C[C@@H]2[C@H](c3ccc(-c4ccccc4F)cc3)[C@H](CO)N12,x,-5,2,x,0,0.0,-10,0.2
CC(=O)c1ccc(NC(=O)CN2c3cccc4cccc(c34)S2(=O)=O)cc1,x,-3,0,x,3,-0.1,-12,0.3
CCCNC(=O)N1C[C@@H]2[C@H](c3ccccc31)[C@H](CO)N2C(=O)CN1CCOCC1,-3,x,x,-5,x,-0.1,-12,0.0
CCCNC(=O)N1CC2(C1)CN(C(C)=O)[C@H](CO)c1c2c2ccc(OC)cc2n1C,x,11,-4,x,-1,-0.2,-18,0.3
O=C(O)CSc1nc(-c2cccs2)cc(C(F)(F)F)n1,x,-7,-3,x,7,x,-15,0.0
COCCNc1c(-c2cc3ccc(C)c(C)c3[nH]c2=O)nc2ccccn12,x,-3,1,x,-1,-0.3,-4,0.0
CN(C)CCNc1ncnc2c1ncn2[C@H]1CN(Cc2ccc(Cl)cc2)C[C@@H](CO)O1,5,2,1,-2,-4,x,-60,0.2
CN1C(=O)c2cc(NS(C)(=O)=O)ccc2OC[C@H]2O[C@@H](CC(=O)N3CCOCC3)CC[C@H]21,4,-4,-2,0,-1,0.2,6,0.1
O=C(c1ccco1)N(Cc1ccc(Cl)cc1)Cc1ccco1,-3,0,0,3,-6,x,-7,0.0
CCN1/C(=C2/SC(=S)N(NC(C)=O)C2=O)Sc2ccc(OC)cc21,35,17,3,-9,2,0.2,i,0.0
C/C=C/c1ccc([C@H]2[C@@H](CO)N(CCC)[C@@H]2CN(CC)C(=O)c2ccccn2)cc1,x,8,-2,x,11,0.1,-10,0.3
CN=C1SC(CC(=O)Nc2ccc(F)cc2F)C(=O)N1/N=C(\C)c1cccc(OCC(=O)O)c1 (configuration not stated),1,-3,x,4,11,-0.1,3,x
C[C@@H]1CN([C@@H](C)CO)C(=O)c2cc(NC(=O)C3CC3)ccc2O[C@@H]1CN(C)Cc1ccc(C(=O)Nc2ccccc2N)cc1,-18,-2,2,9,-6,8.1,18,-0.1
Cc1cc(C)n2c(SCC(=O)N(C)C3CCCCC3)nnc2n1,x,3,x,x,-2,-0.2,-12,0.3
S=c1nc2ccccc2c2nc(-c3cccnc3)[nH]n12,4,-2,-2,-2,-4,x,-18,0.0
COc1cc(C(O)c2nc(-c3ccc(F)c(Cl)c3)cs2)ccc1F (configuration not stated),-6,1,0,-4,5,0.2,-33,0.0
CC1C(=O)N(Cc2cn(Cc3ccco3)nn2)CCS(=O)(=O)N1Cc1ccc(-c2ccccc2C(F)(F)F)cc1 (configuration not stated),-12,-1,1,5,15,x,-14,0.1
CCN(CCNS(=O)(=O)c1ccc2[nH]c(=O)sc2c1)c1ccccc1,5,0,4,-1,2,0.2,-9,-0.1
COC(=O)c1sccc1S(=O)(=O)NCc1ccc(S(N)(=O)=O)cc1,x,-2,2,0,-7,x,-13,0.3
Cc1nc(Nc2nc3ccccc3o2)nc(C)c1C,x,4,-1,x,1,x,-8,0.0
N#Cc1ccc(S(=O)(=O)N2CCCN(c3ccc(C(F)(F)F)cn3)CC2)cc1,x,3,x,-1,-9,0.3,-29,0.0
C/C=C/c1ccc([C@@H]2[C@H](CO)N(C(=O)c3cnccn3)C23CN(C(=O)CC)C3)cc1,x,13,3,x,0,0.3,0,0.1
CC1C(=O)Nc2ccccc2N1C(=O)c1c(F)cccc1F (configuration not stated),-8,-2,-2,-1,1,-0.3,-3,0.3
CCOc1cc(CNC(CC)CO)ccc1OCC(=O)Nc1cccc(C(F)(F)F)c1 (configuration not stated),x,2,-3,x,0,0.1,-15,0.5
COc1cccc(NC(=O)N(C)C[C@@H]2Oc3ncc(C#Cc4ccc(F)cc4)cc3C(=O)N([C@@H](C)CO)C[C@@H]2C)c1,1,18,1,-7,-4,-0.7,-8,0.6
O=C(O)c1ccc(S(=O)(=O)N2CCCc3ccccc32)cc1,3,-3,2,2,-1,0.0,9,0.0
COc1ccc(Cl)c(-c2cc(C(=O)Nc3ccc(F)cc3)[nH]n2)c1,69*,-1,-2,-2,0,0.5,-3,0.0
CN(C)C(=O)c1ccc(-c2ccc([C@@H]3[C@@H](CO)N4CCCCN(CC5CC5)C[C@H]34)cc2)cc1,2,12,3,-12,-1,-0.3,-2,0.0
CCOc1ccccc1Nc1nc(-c2sc(NC(=O)c3cccc(Cl)c3)nc2C)cs1,64*,-18,3,-1,-1,x,-10,0.1
Cc1ccc(S(=O)(=O)N2CCCC(C(=O)NCCC(C)C)C2)cc1 (configuration not stated),x,0,-3,x,0,-0.2,-11,0.2
O=C(CN1CCCC1)Nc1cc(F)ccc1F,x,-2,-3,x,2,1.4,-13,0.5
CCCN(C)C[C@@H]1Oc2ncc(-c3cccc(OC)c3)cc2C(=O)N([C@H](C)CO)C[C@@H]1C,-1,13,-2,7,-1,0.3,-1,0.0

Next section.
Molecule,esBAF inh,S100A4 inh HTS,ERAP1 HTS inh,RAD54 inh,ERp5 block,E-selectin induc,RAD52 anneal inh,Xi reactivation
O=C1NC(Cc2ccc(O)cc2)c2nc3ccc(F)cc3c(=O)n2-c2cc3ccccc3cc21 (configuration not stated),20,5,-1,8,9,0.3,-10,0.2
CN(C)C(=O)C[C@@H]1CC[C@H](NC(=O)NC2CCCC2)[C@H](CO)O1,0,-1,0,-5,-3,-0.1,-1,0.4
COc1cccc(CC(=O)Nc2ccc(F)c(S(=O)(=O)N3CCOCC3)c2)c1,0,1,-1,0,17,x,-27,-0.2
COc1ccccc1N1CCN(S(=O)(=O)c2ccc3c(c2)NC(=O)C(C)S3)CC1 (configuration not stated),9,-2,-3,-5,0,x,-1,0.0
COc1ccc(OCC(N)=O)cc1,-6,3,2,-12,3,x,-12,0.2
COc1ccc(CNCC(=O)Nc2cc(C)nn2-c2nc(C)cc(C)n2)cc1OC,x,-3,2,x,6,0.3,-5,0.0
CN(CC(=O)Nc1ccccc1Br)C(=O)CCC1CCCC1,7,0,0,-9,-1,0.0,-5,0.0

Outcome played no part in choosing rows. Share with any hit: about 2.5%.
